Bioassay records from PubChem.
sPLA2-III inh – human group III sPLA2 inhibitors, primary screen, biochemical, QFRET, BODIPY PC-A2 liposome substrate; inhibition, % at 12.2 µM; AID 743126, 2013; Group 3 secretory phospholipase A2 (Homo sapiens), Q9NZ20; QFRET BODIPY PC-A2 liposome hydrolysis, fluorescence; 0.56% of 370,000 active;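 active = inhibition above mean plus 3 SD of compounds lying within the high and low control bounds, cut at about 19% in these data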;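 note: 0% = median of test compound wells and 100% = no enzyme DMSO wells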
ARFGAP1 inhibitor – inhibitors of rat ARFGAP1 GAP activity, primary screen, biochemical, fluorescence polarization, GDP tracer. ADP-ribosylation factor GTPase-activating protein 1 (Rattus norvegicus), Q62848. Arfgap1-stimulated ARF1 GTP hydrolysis, GDP FP detection. inhibition, % at 16.5 µM. 0.26% of 360,000 active. AID 651572, 2012;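 active = inhibition above a per-plate limit, mean inhibition of low control wells plus 3 SD, cut at about 25% in these data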;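 note: 0% = DMSO wells with enzyme and 100% = wells lacking Arfgap1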
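Repeats: one replicate per compound; assay system: rat Arfgap1 catalytic domain, aa 1-136; times: enzyme reaction 120 min at 25 °C after 20 min preincubation; detection: FP of antibody-bound GDP Alexa 633 tracer, ex 620/em 688 nm; benchmarks: high control wells lacking Arfgap1, low control full reaction with DMSO; reagent: human ARF1(Δ1-17)-GTP substrate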
Tn7 DDE FP – inhibitors of Tn7 peptide binding to fibrin DD(E), primary screen, biochemical, fluorescence polarization, human fibrin, Tn7 probe | 0.13% of 370,000 active | FP displacement of FITC-Tn7 peptide from fibrin DD(E); 0% = median of compound wells per plate | Fibrinogen beta chain (Homo sapiens), P02675 | inhibition, % at 8.3 µM;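 active = inhibition above the mean of compounds falling within the control limits plus 3 SD of them, cut at about 14% in these data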;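 note: 0% = plate median of compound wells and 100% = 10 µM Aha-Tn7 peptide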
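Assay system: human fibrin DD(E) protein / Input: 2 µM fibrin DD(E) / Benchmarks: high control of 10 µM Aha-Tn7 peptide / Measured by: fluorescence polarization of the labelled Tn7 tracer / Medium: Tris buffer with calcium and detergent, pH 7.8 / Timing: 10 min compound pre-incubation, 3 h probe incubation at room temperature / Repeats: one replicate per compound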
Rev-erbA mod – modulators of Rev-erb alpha DNA binding, primary screen, biochemical, FITC-DNA, fluorescence polarization, uHTS. Rev-erbα–FITC-DNA binding, 90 min. activity, % at 10 µM. 0.79% of 370,000 active. AID 1259318, 2017;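 active = activity above about 14%, limit read from the data; passing the limit was not always enough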;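 note: 0% = DMSO wells with 35 nM protein and 100% = DMSO wells with 750 nM protein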
PLC-gamma1 inh – PLC-gamma1 enzyme inhibitors, primary screen, biochemical, fluorescence, purified enzyme; fluorogenic substrate; inhibition, % at 12.2 µM; 0.84% of 370,000 active; in the data active = inhibition above about 9.5%
proKLK7 act – proKLK7 zymogen activators, primary screen, biochemical, fluorescence intensity; Kallikrein-7 (Homo sapiens), P49862; purified proKLK7, EDANS-DABCYL substrate fluorescence; 100% is mature enzyme control, 0% vehicle; activation, % at 7 µM; 0.9% of 370,000 active;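 active = activation above the mean of all tested compounds plus 3 SD, computed per campaign excluding outliers beyond control limits, cut at about 13% in these data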
PLC-beta3 inh – human PLC-beta3 inhibitors, primary screen, biochemical, fluorescence | inhibition, % at 12.2 µM | Purified PLC-beta3, fluorogenic substrate | AID 720704, 2013 | 0.18% of 370,000 active; in the data active = inhibition above about 11%;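 note: 0% = median of compound wells on plate and 100% = full blocker control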
Target sequence (Q01970 whole entry, looked up): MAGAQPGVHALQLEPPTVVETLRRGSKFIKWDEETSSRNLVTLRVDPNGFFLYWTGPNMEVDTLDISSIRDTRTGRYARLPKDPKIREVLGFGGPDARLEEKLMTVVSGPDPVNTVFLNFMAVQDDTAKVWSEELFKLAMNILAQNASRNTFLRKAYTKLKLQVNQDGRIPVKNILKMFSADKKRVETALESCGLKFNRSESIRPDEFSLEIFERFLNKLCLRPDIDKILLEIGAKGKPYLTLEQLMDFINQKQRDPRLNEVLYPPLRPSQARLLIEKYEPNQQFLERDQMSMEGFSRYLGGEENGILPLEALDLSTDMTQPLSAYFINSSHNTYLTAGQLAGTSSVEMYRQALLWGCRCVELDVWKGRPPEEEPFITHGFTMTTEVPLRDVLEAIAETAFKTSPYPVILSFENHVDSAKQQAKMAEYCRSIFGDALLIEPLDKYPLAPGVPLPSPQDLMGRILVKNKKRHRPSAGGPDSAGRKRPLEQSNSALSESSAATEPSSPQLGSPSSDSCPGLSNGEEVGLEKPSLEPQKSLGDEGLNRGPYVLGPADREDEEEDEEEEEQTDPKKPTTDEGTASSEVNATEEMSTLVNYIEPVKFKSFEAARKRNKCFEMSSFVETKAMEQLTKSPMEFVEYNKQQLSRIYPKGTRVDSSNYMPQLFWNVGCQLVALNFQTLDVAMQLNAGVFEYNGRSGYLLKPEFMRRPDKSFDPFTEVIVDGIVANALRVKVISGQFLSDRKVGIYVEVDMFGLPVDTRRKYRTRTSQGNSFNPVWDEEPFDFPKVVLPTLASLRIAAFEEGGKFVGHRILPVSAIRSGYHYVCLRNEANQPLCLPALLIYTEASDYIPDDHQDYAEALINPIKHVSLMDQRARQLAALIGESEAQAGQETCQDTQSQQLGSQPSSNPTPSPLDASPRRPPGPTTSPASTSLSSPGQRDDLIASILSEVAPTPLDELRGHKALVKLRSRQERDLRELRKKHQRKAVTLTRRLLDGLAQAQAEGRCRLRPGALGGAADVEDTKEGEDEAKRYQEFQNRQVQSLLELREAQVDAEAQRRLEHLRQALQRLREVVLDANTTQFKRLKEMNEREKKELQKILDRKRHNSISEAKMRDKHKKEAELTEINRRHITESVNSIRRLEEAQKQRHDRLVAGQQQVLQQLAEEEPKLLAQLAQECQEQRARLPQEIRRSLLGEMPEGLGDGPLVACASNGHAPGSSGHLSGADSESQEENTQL
UHRF1 binding – UHRF1 methylated DNA binding inhibitors, primary screen, counter-screen for MBD2 inhibitor project, biochemical, TR-FRET, human UHRF1, single concentration | UHRF1 binding to methylated oligo | inhibition, % at 4.4 µM | 0.75% of 370,000 active | AID 687016, 2013; in the data active = inhibition above about 21%;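 note: UHRF1 SRA domain binding a hemimethylated CpG hairpin DNA probe; 0% = median of test compound wells and 100% = reference inhibitor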
Tn6 DDE FP – inhibitors of Tn6 peptide binding to fibrin DD(E), primary screen, biochemical, fluorescence polarization, human fibrin, Tn6 probe; Fibrin DD(E) TRITC-Tn6 fluorescence polarization displacement; inhibition, % at 8.3 µM; 0.21% of 370,000 active; AID 720509, 2013;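 active = inhibition above a per-campaign cutoff: mean of compounds within control limits plus 3 SD, cut at about 15% in these data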;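 note: 0% = median of all compound wells on the plate and 100% = blocking peptide control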
ASAP1 inh – inhibitors of human ASAP1 ArfGAP activity, primary screen, biochemical, fluorescence polarization | Arf-GAP with SH3 domain, ANK repeat and PH domain-containing protein 1 (Homo sapiens), … | ASAP1-stimulated ARF1 GTP hydrolysis, GDP FP detection | inhibition, % at 16.5 µM | 0.19% of 360,000 active | AID 624377, 2012; in the data active = inhibition above about 25%;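 note: 0% = vehicle with enzyme and substrate and 100% = no enzyme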
Starred values were filed as active, the others as inactive.

How did CCOC(=O)C1CCN(C(=O)Cn2nc(C)n3c(cc4cc(F)ccc43)c2=O)CC1 do in these assays?
sPLA2-III inh: 4; ARFGAP1 inhibitor: -4; Tn7 DDE FP: 5; Rev-erbA mod: 2; PLC-gamma1 inh: 5; proKLK7 act: 0.6; PLC-beta3 inh: -12; UHRF1 binding: 2; Tn6 DDE FP: 2; ASAP1 inh: -4

What do the screens show for `Cc1cccc(OCCSCc2nc3ccccc3[nH]2)c1`?
sPLA2-III inh: -2; ARFGAP1 inhibitor: 19; Tn7 DDE FP: 0; Rev-erbA mod: -2; PLC-gamma1 inh: -3; proKLK7 act: 0.1; PLC-beta3 inh: -4; UHRF1 binding: 9; Tn6 DDE FP: 1; ASAP1 inh: 9

Results for O=C(Nc1nc2n(n1)C(c1ccc(Cl)cc1)CC(c1ccc(Cl)cc1)N2)c1ccco1 (centres undefined) ?
sPLA2-III inh: -1; ARFGAP1 inhibitor: -6; Tn7 DDE FP: 0; Rev-erbA mod: 5; PLC-gamma1 inh: -1; proKLK7 act: -0.1; PLC-beta3 inh: -6; UHRF1 binding: 1; Tn6 DDE FP: -4; ASAP1 inh: -1

What do the screens show for `Cc1ccc(NC(=O)CCCn2c(=S)[nH]c3ccsc3c2=O)cc1C`?
sPLA2-III inh: 5; ARFGAP1 inhibitor: 4; Tn7 DDE FP: -7; Rev-erbA mod: 6; PLC-gamma1 inh: -22; proKLK7 act: -0.3; PLC-beta3 inh: -38; UHRF1 binding: -2; Tn6 DDE FP: 3; ASAP1 inh: -3

What do the screens show for `Fc1ccccc1-c1cc2cc3c(cc2cn1)OCO3`?
sPLA2-III inh: -7; ARFGAP1 inhibitor: -8; Tn7 DDE FP: 8; Rev-erbA mod: 0; PLC-gamma1 inh: -1; proKLK7 act: 0.0; PLC-beta3 inh: -2; UHRF1 binding: -3; Tn6 DDE FP: 6; ASAP1 inh: 2

How did Clc1cnc(N/N=C/c2ccncc2)c(Cl)c1 do in these assays?
sPLA2-III inh: 3; ARFGAP1 inhibitor: 2; Tn7 DDE FP: 0; Rev-erbA mod: 3; PLC-gamma1 inh: 0; proKLK7 act: 0.1; PLC-beta3 inh: -8; UHRF1 binding: -1; Tn6 DDE FP: -2; ASAP1 inh: 2

What do the screens show for `Cc1nn(C)c(C)c1C(C)NC(=O)c1cc(COc2ccc(F)c(F)c2)on1` (centres undefined)?
sPLA2-III inh: -4; ARFGAP1 inhibitor: -5; Tn7 DDE FP: 6; Rev-erbA mod: 2; PLC-gamma1 inh: -1; proKLK7 act: -0.2; PLC-beta3 inh: -9; UHRF1 binding: 1; Tn6 DDE FP: 2; ASAP1 inh: -12

Results for Cn1c2ccccc2c2c(C(=O)N3CCN(c4ccccn4)CC3)cn(C3CCCC3)c(=O)c21 ?
sPLA2-III inh: -9; ARFGAP1 inhibitor: 10; Tn7 DDE FP: 0; Rev-erbA mod: -5; PLC-gamma1 inh: -4; proKLK7 act: 0.2; PLC-beta3 inh: -5; UHRF1 binding: -2; Tn6 DDE FP: -6; ASAP1 inh: -11

How did O=C(CC1NCCNC1=O)OCCCc1ccccc1 (centres undefined) do in these assays?
sPLA2-III inh: 2; ARFGAP1 inhibitor: -11; Tn7 DDE FP: 0; Rev-erbA mod: -2; PLC-gamma1 inh: 3; proKLK7 act: 0.2; PLC-beta3 inh: 6; UHRF1 binding: -3; Tn6 DDE FP: -2; ASAP1 inh: -1

How did O=C(CSc1ccc(-c2ccco2)nn1)NCc1ccc(F)cc1 do in these assays?
sPLA2-III inh: -2; ARFGAP1 inhibitor: -3; Tn7 DDE FP: -4; Rev-erbA mod: -2; PLC-gamma1 inh: -5; proKLK7 act: -0.3; PLC-beta3 inh: -6; UHRF1 binding: -5; Tn6 DDE FP: -1; ASAP1 inh: -2

Results for N/C(Cc1ccc([N+](=O)[O-])cc1)=N\OC(=O)c1ccc(Br)o1 ?
sPLA2-III inh: -7; ARFGAP1 inhibitor: -2; Tn7 DDE FP: -1; Rev-erbA mod: 5; PLC-gamma1 inh: 1; proKLK7 act: -0.2; PLC-beta3 inh: 3; UHRF1 binding: 0; Tn6 DDE FP: 5; ASAP1 inh: -5

What do the screens show for `CCN1CCN(c2ccc(NC(=O)COc3ccc([N+](=O)[O-])cc3)cc2)CC1`?
sPLA2-III inh: -6; ARFGAP1 inhibitor: -11; Tn7 DDE FP: 2; Rev-erbA mod: -1; PLC-gamma1 inh: 0; proKLK7 act: 0.3; PLC-beta3 inh: -3; UHRF1 binding: -3; Tn6 DDE FP: 9; ASAP1 inh: 11

How did COc1cc(/C=N/Nc2ccc(F)cc2F)cc(OC)c1OC do in these assays?
sPLA2-III inh: -6; ARFGAP1 inhibitor: 0; Tn7 DDE FP: -2; Rev-erbA mod: 3; PLC-gamma1 inh: -2; proKLK7 act: -0.9; PLC-beta3 inh: -1; UHRF1 binding: -4; Tn6 DDE FP: 11; ASAP1 inh: -3

Results for CC1N=C2c3ccccc3N=C(SCc3cc(=O)n4cc(Cl)ccc4n3)N2C1=O (centres undefined) ?
sPLA2-III inh: -5; ARFGAP1 inhibitor: 7; Tn7 DDE FP: 3; Rev-erbA mod: -3; PLC-gamma1 inh: -50; proKLK7 act: -5.0; PLC-beta3 inh: -52; UHRF1 binding: 2; Tn6 DDE FP: 9; ASAP1 inh: 10

How did O=[N+]([O-])c1cc2c(ccc3occc32)o1 do in these assays?
sPLA2-III inh: 5; ARFGAP1 inhibitor: 0; Tn7 DDE FP: -4; Rev-erbA mod: -2; PLC-gamma1 inh: -8; proKLK7 act: -0.8; PLC-beta3 inh: -10; UHRF1 binding: -4; Tn6 DDE FP: -1; ASAP1 inh: 2

What do the screens show for `Cc1nc(=O)c(-c2ccccc2)c(C)n1CCCCCC(=O)O`?
sPLA2-III inh: 5; ARFGAP1 inhibitor: -12; Tn7 DDE FP: 1; Rev-erbA mod: 0; PLC-gamma1 inh: 1; proKLK7 act: 0.4; PLC-beta3 inh: -5; UHRF1 binding: -1; Tn6 DDE FP: -1; ASAP1 inh: -3

How did CCC(C)(C)NC(=O)CN(Cc1ccco1)C(=O)CCC(=O)Nc1nccs1 do in these assays?
sPLA2-III inh: 2; ARFGAP1 inhibitor: -4; Tn7 DDE FP: -3; Rev-erbA mod: -4; PLC-gamma1 inh: -1; proKLK7 act: 0.4; PLC-beta3 inh: -5; UHRF1 binding: -1; Tn6 DDE FP: -6; ASAP1 inh: -4

How did O=C(Nc1ccn(CCCN2CCN(Cc3ccc(F)cc3)CC2)c(=O)n1)OCc1ccccc1 do in these assays?
sPLA2-III inh: 0; ARFGAP1 inhibitor: 8; Tn7 DDE FP: 1; Rev-erbA mod: -6; PLC-gamma1 inh: 3; proKLK7 act: -0.4; PLC-beta3 inh: 2; UHRF1 binding: 1; Tn6 DDE FP: -5; ASAP1 inh: -1

What do the screens show for `C[C@@H]1CN([C@H](C)CO)C(=O)CCCn2nncc2CO[C@H]1CN(C)C(=O)Nc1ccc(N2CCCCC2)cc1`?
sPLA2-III inh: 5; ARFGAP1 inhibitor: 2; Tn7 DDE FP: -1; Rev-erbA mod: 1; PLC-gamma1 inh: 0; proKLK7 act: 0.2; PLC-beta3 inh: 2; UHRF1 binding: -3; Tn6 DDE FP: -4; ASAP1 inh: 5

What do the screens show for `Cn1c(=O)c2c(SCC(=O)N3CCOCC3)nc(C3CC3)nc2n(C)c1=O`?
sPLA2-III inh: 0; ARFGAP1 inhibitor: 0; Tn7 DDE FP: 4; Rev-erbA mod: -2; PLC-gamma1 inh: 0; proKLK7 act: 0.0; PLC-beta3 inh: 3; UHRF1 binding: 1; Tn6 DDE FP: 12; ASAP1 inh: -2

Results for O=[N+]([O-])c1cccc(S(=O)(=O)N2CCC(c3nc(-c4ccncc4)no3)CC2)c1 ?
sPLA2-III inh: 4; ARFGAP1 inhibitor: -2; Tn7 DDE FP: -2; Rev-erbA mod: -4; PLC-gamma1 inh: -1; proKLK7 act: 0.0; PLC-beta3 inh: 1; UHRF1 binding: 1; Tn6 DDE FP: 6; ASAP1 inh: 1

What do the screens show for `CCn1ccnc1CNCc1cn(-c2cc(C)ccc2C)nc1-c1ccccc1`?
sPLA2-III inh: -5; ARFGAP1 inhibitor: 1; Tn7 DDE FP: 8; Rev-erbA mod: -1; PLC-gamma1 inh: 2; proKLK7 act: -0.2; PLC-beta3 inh: 3; UHRF1 binding: -1; Tn6 DDE FP: -3; ASAP1 inh: 0

Results for CCN(CC)c1ccc(NC(=O)c2ccccn2)cc1S(=O)(=O)Nc1ccccc1OC ?
sPLA2-III inh: -6; ARFGAP1 inhibitor: 12; Tn7 DDE FP: -6; Rev-erbA mod: -4; PLC-gamma1 inh: -24; proKLK7 act: -2.7; PLC-beta3 inh: -33; UHRF1 binding: 4; Tn6 DDE FP: -11; ASAP1 inh: -6

An excerpt from above in order of heavy-atom count, highest first:
What do the screens show for `CCn1ccnc1CNCc1cn(-c2cc(C)ccc2C)nc1-c1ccccc1`?
sPLA2-III inh: -5; ARFGAP1 inhibitor: 1; Tn7 DDE FP: 8; Rev-erbA mod: -1; PLC-gamma1 inh: 2; proKLK7 act: -0.2; PLC-beta3 inh: 3; UHRF1 binding: -1; Tn6 DDE FP: -3; ASAP1 inh: 0

How did CCC(C)(C)NC(=O)CN(Cc1ccco1)C(=O)CCC(=O)Nc1nccs1 do in these assays?
sPLA2-III inh: 2; ARFGAP1 inhibitor: -4; Tn7 DDE FP: -3; Rev-erbA mod: -4; PLC-gamma1 inh: -1; proKLK7 act: 0.4; PLC-beta3 inh: -5; UHRF1 binding: -1; Tn6 DDE FP: -6; ASAP1 inh: -4

How did O=[N+]([O-])c1cc2c(ccc3occc32)o1 do in these assays?
sPLA2-III inh: 5; ARFGAP1 inhibitor: 0; Tn7 DDE FP: -4; Rev-erbA mod: -2; PLC-gamma1 inh: -8; proKLK7 act: -0.8; PLC-beta3 inh: -10; UHRF1 binding: -4; Tn6 DDE FP: -1; ASAP1 inh: 2
